Bioassay records deposited in PubChem BioAssay by several laboratories.
UHRF1 binding: human UHRF1 methylated DNA binding inhibitors; UHRF1 binding to methylated oligo, TR-FRET; actives 0.75% (n = 370,000); inhibition, % at 4.4 µM; Q96T88; AID 687016; in the data active means inhibition above about 21%;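 further: UHRF1 SRA domain binding a hemimethylated CpG hairpin DNA probe; 0% = median of test compound wells and 100% = reference inhibitor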
HTRA1 inhibitor: blocks human HTRA1 serine peptidase; Q92743; recombinant HTRA1, FP-rhodamine activity-based probe, fluorescence polarization; inhibition, % at 5.96 µM; actives 0.5% (n = 340,000); AID 504803; in the data active means inhibition above about 36%;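 further: 0% = enzyme with DMSO and 100% = wells lacking enzyme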
Target sequence (Q92743 whole entry, looked up): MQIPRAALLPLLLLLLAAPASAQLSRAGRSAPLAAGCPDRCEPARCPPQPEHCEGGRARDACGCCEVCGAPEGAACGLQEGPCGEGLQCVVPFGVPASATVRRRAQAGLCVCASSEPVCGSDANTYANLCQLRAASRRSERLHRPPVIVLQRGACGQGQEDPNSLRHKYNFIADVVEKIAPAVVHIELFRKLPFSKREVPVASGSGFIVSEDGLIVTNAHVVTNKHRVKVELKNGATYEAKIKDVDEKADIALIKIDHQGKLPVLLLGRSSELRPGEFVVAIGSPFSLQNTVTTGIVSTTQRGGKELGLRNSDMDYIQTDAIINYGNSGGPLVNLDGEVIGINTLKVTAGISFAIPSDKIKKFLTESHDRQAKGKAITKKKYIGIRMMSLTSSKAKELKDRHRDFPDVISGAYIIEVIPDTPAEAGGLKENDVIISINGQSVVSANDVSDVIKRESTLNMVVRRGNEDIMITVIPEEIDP
rCAG RNA binder: r(CAG) repeat RNA binding; TO-PRO-1 dye displacement fluorescence; inhibition, % at 3 µM; actives 1.3% (n = 370,000); AID 651821;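 active means inhibition above the plate cutoff, the mean of all test compounds on that plate plus 3 SD, cut at about 35% in these data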;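 further: 0% = DMSO alone and 100% = 100 µM mitoxantrone as full dye displacement; higher means more dye released from RNA so lower well fluorescence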
TCR CD3 inh: inhibitors of human TCR-CD3 interaction; TAMRA-labeled TCR probe fluorescence, biochemical; inhibition, % at 9.4 µM; actives 0.37% (n = 360,000); AID 651800; in the data active means inhibition above about 19%;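 further: recombinant mutant TCR 2C K166C tagged with TAMRA read by polarization; 0% = receptor in buffer alone and 100% = receptor with positive control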
PG9 binder: binds the HIV-1 gp120 antibody PG9. TR-FRET gp120-PG9 antibody binding. inhibition, % at 6.7 µM. actives 0.43% (n = 360,000); in the data active means inhibition above about 8.5%
LEDGF integ inh: blocks HIV-1 LEDGF/p75-dependent DNA integration; actives 0.64% (n = 370,000); TR-FRET IN-LEDGF/p75 DNA integration, Eu/Cy5; inhibition, % at 3.7 µM;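 active means inhibition above the screen-wide mean plus 3 SD, cut at about 13% in these data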;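 further: signal is the Cy5 over europium emission ratio at 671 and 618 nm; 0% = plate median of compound wells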
MBD2 DNA inh: MBD2-methylated oligo binding inhibition; actives 0.31% (n = 370,000); inhibition, % at 4.4 µM; AID 686964; TR-FRET, MBD2 binding to methylated oligonucleotide; in the data active means inhibition above about 13%
Target sequence (Q9UBB5 whole entry, looked up): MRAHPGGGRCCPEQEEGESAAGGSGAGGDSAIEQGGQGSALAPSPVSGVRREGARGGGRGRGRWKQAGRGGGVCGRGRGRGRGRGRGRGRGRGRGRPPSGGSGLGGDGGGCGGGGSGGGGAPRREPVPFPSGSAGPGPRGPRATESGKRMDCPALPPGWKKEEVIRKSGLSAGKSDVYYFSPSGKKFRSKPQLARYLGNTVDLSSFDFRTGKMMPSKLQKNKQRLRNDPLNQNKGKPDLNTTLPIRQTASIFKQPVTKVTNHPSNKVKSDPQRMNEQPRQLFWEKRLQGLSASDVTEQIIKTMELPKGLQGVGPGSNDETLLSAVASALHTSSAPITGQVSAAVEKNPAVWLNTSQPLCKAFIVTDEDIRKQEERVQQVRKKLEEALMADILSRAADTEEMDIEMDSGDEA
PRMT1 inh: blocks human protein arginine methyltransferase 1; recombinant PRMT1, activity-based probe fluorescence polarization; inhibition, % at 2.79 µM; actives 1.3% (n = 370,000);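 active means inhibition above about 21% made by adding two undisclosed values, limit read from the data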
NR1D1 modulator: modulates human Rev-erb alpha binding to DNA. Rev-erbα–FITC-DNA binding, fluorescence polarization, 90 min. activity, % at 10 µM. actives 0.79% (n = 370,000). AID 1259318;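 active means activity above about 14%, limit read from the data; passing the limit was not always enough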;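 further: 0% = DMSO wells with 35 nM protein and 100% = DMSO wells with 750 nM protein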
ABHD4 inh: inhibitors of mouse ABHD4; AID 720543; inhibition, % at 8.92 µM; Q8VD66; actives 0.54% (n = 370,000); purified mABHD4, FP-Rh probe fluorescence polarization;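 active means inhibition exceeding the mean over every tested compound plus 3 SD, cut at about 30% in these data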;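 further: 0% = plate median of compound wells and 100% = S159A mutant with DMSO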
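assay system = mABHD4 protein | compound dosing = single nominal dose of 8.92 µM, 0.89% DMSO final | read-out basis = percent inhibition of probe binding, normalized to plate controls | schedule = Enzyme–compound pre-incubation 45 min, then probe 60 min, both 25 °C | detection = fluorescence polarization, excitation 525 nm, emission 598 nm, BODIPY TMR filters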
* marks the source's active call; other numbers are inactive results; . = not tested or not shown. An excerpt, so the mix of outcomes need not match the whole.

The opening 2 records (preview)
SMILES	UHRF1 binding	HTRA1 inhibitor	rCAG RNA binder	TCR CD3 inh	PG9 binder	LEDGF integ inh	MBD2 DNA inh	PRMT1 inh	NR1D1 modulator	ABHD4 inh
COc1cc(OC)cc(C(=O)Nc2nc(CC(=O)NCCc3ccccc3)cs2)c1	-1	-23	-6	3	-1.2	1	-6	5	1	-4
Cc1noc(C)c1COc1ccccc1C(=O)NCCc1ccc(S(N)(=O)=O)cc1	2	-3	0	-1	-1.2	6	-2	-2	-5	-3

The whole of this part, repeating the preview:
SMILES	UHRF1 binding	HTRA1 inhibitor	rCAG RNA binder	TCR CD3 inh	PG9 binder	LEDGF integ inh	MBD2 DNA inh	PRMT1 inh	NR1D1 modulator	ABHD4 inh
COc1cc(OC)cc(C(=O)Nc2nc(CC(=O)NCCc3ccccc3)cs2)c1	-1	-23	-6	3	-1.2	1	-6	5	1	-4
Cc1noc(C)c1COc1ccccc1C(=O)NCCc1ccc(S(N)(=O)=O)cc1	2	-3	0	-1	-1.2	6	-2	-2	-5	-3
Cc1cc(C)nc(NC(=O)c2cccc(Cl)c2)n1	-3	-4	0	-4	1.4	1	2	-2	4	0
O=C(Cc1ccccc1F)Nc1cc(S(=O)(=O)N2CCOCC2)ccc1N1CCOCC1	2	1	1	-1	-0.3	-3	0	0	-1	0
O=C(CSc1ccc(-c2ccncc2)nn1)N1CCCCC1	3	7	0	-8	1.3	3	6	1	-3	2
O=C(NN=C1CCN(Cc2ccccc2)CC1)c1ccccc1	1	4	-3	-8	-0.3	-9	3	2	2	1
Cc1ccc(N(CC(=O)NC2CCCCC2C)S(=O)(=O)c2c(C)noc2C)cc1 (stereo not given)	-3	-7	-5	4	1.3	2	2	-2	1	-4
O=C(CCS(=O)(=O)c1ccc(Cl)cc1)NCCC1=CCCCC1	-1	-6	-7	-1	-0.8	-3	1	2	-5	4
Cc1ccc2c(CN3C(=O)NC4(CCCCC4)C3=O)cc(=O)oc2c1C	-4	-16	5	-2	-0.6	2	-1	-5	4	1
Cc1ccc(-c2nnc(N3CCN(C(=O)CN4C(=O)c5ccccc5C4=O)CC3)c3ccccc23)cc1	0	-7	1	-2	-0.3	-1	-7	0	25*	2
COCCCn1c(-c2cccs2)nc2nc3ccccc3nc21	-3	2	0	0	-2.3	3	-3	-2	-4	-5
CCn1c(SCC(=O)c2ccc3ccccc3c2)nnc1-c1ccco1	-2	-35	8	-10	0.4	6	-3	5	2	-1
CCc1ccc(C(=O)NC(=S)Nc2ccc3c(c2)OCCO3)cc1	1	-33	2	-7	0.2	2	1	-3	1	-15
COc1ccc(CNC(=O)CN2CCN(S(=O)(=O)c3c(C)c(C)cc(C)c3C)CC2)cc1OC	-2	-3	0	2	-0.3	3	4	-2	-1	1
Cc1csc(=O)n1CCC(=O)OCC(=O)NCc1ccc(F)cc1	0	3	-2	2	-0.5	4	0	-5	0	-5
O=C(c1[nH]c(C(F)(F)F)nc1-c1ccccc1)N1CCN(CCN2CCOCC2)CC1	0	.	1	-4	-1.2	0	3	1	0	0
CN(Cc1cc(=O)n2ccsc2n1)C1CCCCC1	-4	-1	0	0	0.2	-1	-7	-1	2	0
NNC(=O)c1cc(Cl)ccc1Cl	-4	1	0	8	-1.5	1	-3	2	-3	-2
Cc1cc(C)n2nc(SCC(=O)c3cccs3)nc2n1	1	4	-3	-2	-1.6	-8	3	5	0	0
CC(=O)c1ccc(OCc2cc(C(=O)N3CCC(Oc4ccccc4C)CC3)no2)cc1	0	-24	-1	3	-3.4	-1	4	4	-3	2
O=C(NNC(=O)C1CCC1)c1ccccc1F	8	0	2	-3	0.9	1	3	-2	5	0
CCC(=O)c1ccc(OCC(=O)OCC(=O)c2cc(C)n(CC3CCCO3)c2C)cc1 (stereo not given)	-2	-6	-9	-1	-0.7	0	4	1	-1	-2
CC(C)(C)OC(=O)N[C@@H](Cc1ccccc1)C(=O)N1CCC(C(=O)N[C@@H](Cc2c[nH]c3ccccc23)C(=O)O)CC1	-1	2	17	4	-0.3	-2	-1	1	-1	-1
O=C(NCc1cccnc1)C(=O)Nc1nc(-c2ccccc2)cs1	1	5	-1	-3	2.4	0	-8	0	2	-5
O=C1CCCCC1S(=O)(=O)c1ccccc1 (stereo not given)	0	4	2	-4	-2.6	3	-6	-3	-7	6

Going on with the list:
SMILES	UHRF1 binding	HTRA1 inhibitor	rCAG RNA binder	TCR CD3 inh	PG9 binder	LEDGF integ inh	MBD2 DNA inh	PRMT1 inh	NR1D1 modulator	ABHD4 inh
COc1ccc(N(CC(=O)Nc2ccccc2OC)S(=O)(=O)c2ccccc2)cc1Cl	-2	-26	7	8	-1.7	2	-3	-5	-1	-8
CSc1ccccc1OCc1cc(C(=O)N(C)Cc2nonc2C)no1	-3	-2	-5	13	0.2	-2	-3	-3	0	-4
Cc1cc(F)ccc1S(=O)(=O)N1CCCOC1CNC(=O)C(=O)NCc1ccc2c(c1)OCO2 (stereo not given)	-1	3	0	1	-0.9	3	-5	2	-1	4
Cn1cc(CN2CCCC(C(=O)Nc3cccc(-c4cc5ccccc5[nH]4)c3)C2)cn1 (stereo not given)	-1	2	3	1	0.9	1	1	-1	-4	6
CC(=Nc1ccccc1)Nc1ccccc1	0	1	2	8	-0.1	1	-4	1	8	1
CCc1c(C)nc2ncnn2c1N1CCC(C(=O)NCc2ccc3c(c2)OCO3)CC1	2	6	-5	10	-2.0	3	-7	-2	-6	6
Cc1cc(CN(C)C(=O)c2ccc(OC3CCN(S(=O)(=O)N(C)C)CC3)cc2)n[nH]1	0	4	-5	5	-1.2	0	1	-4	-3	-8
CCc1cccc(C)c1NC(=O)CN1CCN(S(=O)(=O)c2ccc(C(C)(C)C)cc2)CC1	2	-14	0	-1	-0.8	6	-5	-3	7	-12
O=C(CSc1nccc(=O)[nH]1)Nc1cc(C(F)(F)F)ccc1N1CCOCC1	-2	7	5	3	-2.1	-2	0	-3	-1	-1
COc1ccc(Cc2c(O)nc(SCC(=O)N3CCOCC3)[nH]c2=O)cc1	-1	0	2	-1	-2.6	0	-3	-5	0	0
O=C(COC(=O)CCNS(=O)(=O)c1ccccc1)NC(=O)Cc1ccccc1	1	10	-3	-2	1.1	-3	3	3	2	2
CC(C)N(CCn1c(SCC(=O)Nc2cccnc2Cl)nc2ccccc2c1=O)C(C)C	1	-3	2	6	-0.3	-1	-3	5	0	7
CCc1c(C2(O)CCCCC2)[nH]c2ccc(C(F)(F)F)cc12	-1	6	0	0	-1.8	4	4	-1	-1	2
O=C(NCc1ccncc1)C(=O)NCC1OCCCN1S(=O)(=O)c1ccccc1 (stereo not given)	0	-3	6	9	-0.3	-3	-4	0	-3	1
COc1ccc(OC)c(NC(=O)CCN2CCCCC2)c1	0	1	0	4	0.1	-2	3	-1	3	1
O=C(Nc1ccc(Cl)cn1)Nc1ccccc1Cl	-1	-4	1	3	-1.8	1	1	1	0	3
Cc1ccc(S(=O)(=O)N(CCC#N)C2CCCCC2)c2nsnc12	3	-1	-4	-6	1.6	2	-4	-2	2	-1
Cc1cc2ncn(C(=O)c3c(-c4ccccc4)noc3C)c2cc1C	-2	-10	-7	2	-1.8	-1	1	-1	-4	0
O=C(CN1C(=O)NC2(CCCC2)C1=O)OCCOc1cccc(Br)c1	3	7	-3	1	0.9	0	-5	-1	4	-1
CC(=O)SCCC(=O)Nc1ccccc1	9	-2	0	0	1.9	1	-2	0	-4	1
CCn1c(-c2ccccc2)csc1=Nc1ccc(O)cc1	0	11	2	-8	0.2	2	8	4	1	-1
O=C(O)CC1(CC(=O)Nc2cc(C(F)(F)F)cc(C(F)(F)F)c2)CCCCC1	3	.	42*	-6	0.0	-3	6	3	-5	2
C[C@H](O)[C@@H]1CN2CCc3c([nH]c4c(-c5ccccc5)cccc34)[C@@H]2C[C@@H]1N(C)C(=S)Nc1ccc(C#N)cc1	-1	.	11	.	.	4	-3	-3	6	3
COc1ccc(C(=O)OCC(=O)N2c3ccccc3CC2C)cc1S(=O)(=O)N1CCOCC1 (stereo not given)	-1	2	2	0	0.3	4	-2	1	-9	-4
COc1cccc(CC(=O)NNC(=O)c2c(-c3ccccc3)noc2C)c1	-1	.	0	-3	-1.3	-3	3	-3	1	4

Next compounds:
SMILES	UHRF1 binding	HTRA1 inhibitor	rCAG RNA binder	TCR CD3 inh	PG9 binder	LEDGF integ inh	MBD2 DNA inh	PRMT1 inh	NR1D1 modulator	ABHD4 inh
Cc1cc(C)c(S(=O)(=O)N2CCCC(C(=O)NCc3cccnc3)C2)c(C)c1 (stereo not given)	1	-2	-5	2	-0.7	3	3	-1	-3	-1
CCN(CC)CCNC(=O)/C(=N\O)c1ccccn1	13	-1	1	4	-0.3	-2	1	-2	-1	-2
CCc1ccccc1NC1=NCC(=O)N1Cc1ccccc1	0	-3	-1	-1	1.5	-1	3	2	-1	1
Cc1cccc(NC(=O)Cc2ccc(F)cc2)c1	-2	-13	-1	5	-3.9	-1	6	1	1	0
COn1c(=O)c(-c2ccccc2)[n+]([O-])c2ccccc21	-3	2	1	9	0.5	-2	-8	-4	-1	1
O=C(COC(=O)c1ccccc1-c1nc2ccccc2s1)NC1CCS(=O)(=O)C1 (stereo not given)	3	0	-2	-6	-1.6	-2	8	-2	2	-2
O=C(O)CSC1=NC(=Nc2ccc(Cl)cc2)C2(CCCCC2)N1c1cccc(C(=O)O)c1	6	7	2	-5	-1.5	2	0	1	4	6
Nn1c(SCC(=O)Nc2ccc3c(c2)OCCO3)nnc1-c1ccncc1	4	4	-3	1	0.4	-6	0	5	-6	3
COc1ccc(C(=O)COC(=O)[C@H](C)Nc2ccc(C(F)(F)F)cc2[N+](=O)[O-])c(OC)c1	1	-11	2	10	-2.1	-2	0	-2	-1	4
COc1cc(OC)cc(C(=O)NNC(=O)NC2CCCCC2)c1	-3	-2	1	6	0.1	2	-3	-2	5	0
CCCN1CCC(=O)N(CCO)CC1	11	-1	-2	5	-0.5	-2	-2	-2	-1	6
Cc1cccc(C(=O)Nc2sc(C(=O)N3CCCC3)c(C)c2C#N)c1	2	-3	11	2	-1.4	0	-1	2	2	1
CC(=O)N[C@@H](C)C(=O)N1CCC(n2nccc2NC(=O)CCCc2ccccc2)CC1	-3	0	-4	-5	-0.1	-3	-1	3	-1	0
CCN(CC(=O)Nc1c(F)cccc1F)C(=O)c1ccc2c(c1)NC(=O)C(C)S2 (stereo not given)	3	4	-2	-2	1.6	-1	-1	0	4	10
CCCCCCCCC(=O)NCCOc1ccccc1	1	-5	-5	-10	-0.7	4	-7	1	10	-11
Nc1nc2ncc(C(=O)c3cc(Cl)cc(Cl)c3O)cc2s1	-3	-23	22	7	2.1	-1	-2	11	-4	6
COC(=O)c1ccccc1NC(=O)NCc1ccccn1	-2	7	-1	0	1.0	0	8	-2	1	4
CC(=O)Nc1c(O)nc(SCC(=O)N2CCCCC2)[nH]c1=O	0	3	4	-6	-0.8	0	2	4	3	1
Cc1cc(C)c(NC(=O)CCCN2CCN(C)CC2)c(C)c1	2	0	-7	-1	0.3	-3	3	1	3	-3
O=C(COC(=O)c1ccco1)c1ccc(Cl)cc1	-1	-2	1	2	-3.0	-2	1	-5	1	1
C[C@H]1CN=C(Nc2ccccc2)N1CC1CCCCCC1	-1	-3	1	6	-1.5	-1	1	-2	-9	-5
CCOc1ccccc1NC(=O)CCNC(=O)c1ccco1	-2	0	1	-1	1.4	-1	-5	0	1	-1
Cc1ccccc1OCC(=O)NC(Cc1c[nH]c2ccccc12)C(=O)O (stereo not given)	1	5	10	2	-0.4	-2	0	0	2	1
